Compound activity as filed in PubChem.
SF1 activator: SF-1 (human) activation. AID 522. activation, % at 10 µM. CHO-K1 Gal4-SF-1 LBD luciferase reporter; % increase over DMSO SF-1-specific signal. Q13285. actives 1.9% (n = 65,000);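 active means activation above the mean activation of all tested compounds plus 3 SD, cut at about 50% in these data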
Target sequence (Q13285 whole entry, looked up, the tested form may be a part): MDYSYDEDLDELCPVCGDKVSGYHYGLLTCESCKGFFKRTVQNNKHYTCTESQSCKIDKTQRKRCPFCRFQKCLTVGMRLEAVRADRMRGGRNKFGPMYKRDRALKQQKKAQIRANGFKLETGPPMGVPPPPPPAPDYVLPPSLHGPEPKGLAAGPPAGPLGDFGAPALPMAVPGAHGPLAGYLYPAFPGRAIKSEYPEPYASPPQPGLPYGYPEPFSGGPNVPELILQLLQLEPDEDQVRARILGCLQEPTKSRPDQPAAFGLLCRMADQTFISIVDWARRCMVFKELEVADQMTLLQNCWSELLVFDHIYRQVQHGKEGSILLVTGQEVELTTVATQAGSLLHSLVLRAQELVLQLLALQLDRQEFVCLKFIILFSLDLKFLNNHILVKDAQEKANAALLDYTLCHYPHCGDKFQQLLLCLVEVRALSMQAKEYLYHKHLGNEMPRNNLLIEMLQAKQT
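Test system: CHO-K1 cells with Gal4–hSF-1 LBD chimera plus Gal4-driven luciferase; Input: 4,000 cells/well; Compound: 10 µM only; Times: 20 h compound treatment, 37 °C; Measured by: steady-glow luciferase luminescence, read after 15 min reagent incubation; Measure: percent activation versus DMSO; Control set: DMSO and mock-transfected background; Replicates: one test per compound.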
AP complement: orthogonal test for alternative complement pathway inhibitors | Human serum alternative complement pathway, LPS-coated ELISA, C3 deposition; tested in compound mixtures | inhibition, % at 5 µM | actives 0.08% (n = 62,000) | AID 1235;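 active means inhibition above 30% in each of the two pooled mixtures holding the compound, so the lower value exceeds 30%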;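 further: 0% = serum in Mg-EGTA without compound and 100% = EDTA serum blank; some compounds past the cut are filed as inactive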
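Test system: human serum complement alternative pathway, C3 deposition onto LPS / Medium: Mg2+-EGTA GVB++ buffer containing human serum at 1:15 dilution / Probe or stimulus: Plate-bound LPS / Times: 1 h at 37 °C / Signal: ELISA with HRP anti-human C3 antibody, TMB substrate, absorbance 450 nm / Measure: percent inhibition / Repeats: two pool placements per compound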
S1P1 ag-PAM: S1P1 (human) agonism or agonism potentiation; P21453; S1P1 CRE-bla cells, forskolin, beta-lactamase FRET, potentiator mode; S1P1 agonist co-added at EC20, 2 nM; 100% = saturating reference agonist, 0% = basal; activation, % at 9.5 µM; actives 0.57% (n = 56,000); AID 449;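 active means activation above a cutoff set at the mean activation of all tested compounds plus 3 SD, cut at about 54% in these data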;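 further: forskolin at 4 µM as EC80 and the EC20 agonist is SEW2871; 100% = SEW2871 at its EC100 plus forskolin at EC80; some compounds past the cut are filed as inactive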
HTR1E agonist: agonists of human 5-HT1E serotonin receptor. P28566. CHO 5-HT1E Ga15 NFAT-bla reporter, FRET; 0% DMSO wells, 100% control agonist wells. activation, % at 6 µM. actives 0.69% (n = 65,000);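 active means activation above a set limit, the screen-wide mean activation plus 3 SD, cut at about 8.5% in these data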;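 further: 100% = positive control agonist at 1 µM giving full maximal response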
5HT1E antag: blocks the human 5-HT1E serotonin receptor. CHO 5-HT1E Ga15 NFAT-bla reporter, FRET, antagonist. inhibition, % at 6 µM. actives 0.99% (n = 65,000). AID 571;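 active means inhibition above a set limit, the mean inhibition across every tested compound plus 3 SD, cut at about 29% in these data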;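 further: signal is the 460 over 535 nm emission ratio of beta-lactamase substrate; 0% = agonist plus DMSO wells and 100% = wells without agonist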
RORA act: activators of human nuclear receptor RORA; CHO-K1 Gal4-RORA LBD luciferase reporter, luminescence; percent increase over mock-subtracted basal signal; activation, % at 10 µM; actives 1.5% (n = 65,000); AID 560;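 active means activation above the mean of all tested compounds plus 3 SD, cut at about 49% in these data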;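 further: 0% = DMSO-treated RORA cells and 100% = added signal equal to DMSO minus mock-transfected cells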
S1P3 agonist: S1P3 (human) receptor agonism. Q99500. S1P3 NFAT-BLA reporter cells, FRET ratio; relative to 1 µM S1P, basal subtracted. activation, % at 4.5 µM. actives 0.1% (n = 60,000);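 active means activation above the screen-wide mean plus 3 SD, cut at about 4.5% in these data, passing the limit was not always enough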; further: some compounds called inactive have numbers as strong as hits
Target sequence (Q99500 whole entry, looked up): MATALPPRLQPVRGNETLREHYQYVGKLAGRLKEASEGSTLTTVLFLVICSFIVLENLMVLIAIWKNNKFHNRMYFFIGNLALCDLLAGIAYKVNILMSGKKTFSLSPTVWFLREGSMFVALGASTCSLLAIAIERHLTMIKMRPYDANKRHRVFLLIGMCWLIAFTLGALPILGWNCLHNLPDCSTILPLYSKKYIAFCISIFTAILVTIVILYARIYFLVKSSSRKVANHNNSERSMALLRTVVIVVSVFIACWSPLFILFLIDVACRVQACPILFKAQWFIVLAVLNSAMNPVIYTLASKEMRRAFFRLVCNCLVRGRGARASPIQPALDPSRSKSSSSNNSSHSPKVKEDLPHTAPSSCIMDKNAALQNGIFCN
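material = human S1P3 NFAT-BLA reporter CHO cells | schedule = 4 h compound at 37 °C, 2 h substrate at RT | measured by = fluorescent BLA substrate, ex 405 nm, em 460/535 nm ratio | controls = 1 µM S1P reference | replication = primary once, confirmation triplicate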
5HT1a antag: blocks the human serotonin 5-HT1a receptor; P08908; CHO 5-HT1a Ga15 NFAT-bla reporter, antagonist mode; inhibition, % at 10 µM; actives 0.68% (n = 62,000);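 active means inhibition above the mean of all tested compounds plus 3 SD, cut at about 43% in these data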;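 further: receptor stimulated by 5-CT agonist at 100 nM near EC80; beta-lactamase reporter measured by ratiometric fluorescence of a cleavable substrate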
tolC growth inh: growth inhibitors of E. coli BW25113 tolC mutant. growth inhibition, % at 10 µM (by protocol). AID 573. actives 2.2% (n = 65,000). OD615;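 active means growth inhibition at or above a cutoff equal to the mean over every tested compound plus 3 SD, cut at about 60% in these data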;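 further: growth measured after 20 h incubation at 37 °C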
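test system = E. coli BW25113 ΔtolC::kan bacteria | medium = LB with kanamycin 50 µg/mL | signal = OD at 615 nm | schedule = 37 °C, 20 h exposure | evaluation = % inhibition of E. coli growth | compound dosing = one dose of 10 µM final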
The depositor's hits bear a star; nt = not tested or not shown.

# | smiles | SF1 activator | AP complement | S1P1 ag-PAM | HTR1E agonist | 5HT1E antag
1 | CCOCCCNC(=O)C1CCC(CNS(=O)(=O)c2cccc3nsnc23)CC1 (centres undefined) | -2 | 10 | -4 | -0.6 | 4
2 | CC(=O)c1cccc(NC(=O)C2CCCN(S(=O)(=O)c3ccccc3)C2)c1 (centres undefined) | 10 | -13 | nt | -0.1 | 2
3 | CCCCCn1c(Sc2nc3ccccc3s2)nc2c1c(=O)[nH]c(=O)n2C | -4 | 4 | -9 | 1.1 | -5
4 | CCN(CC)c1nc2ccccc2nc1C(C#N)C(=O)NCCCOC (centres undefined) | -5 | 18 | -81 | 0.1 | 12
5 | COc1ccc(OC)c2sc(N3CCN(c4ccccc4)CC3)nc12 | 20 | -1 | -12 | 0.2 | 4
6 | O=c1c2cc(N3CCOCC3)ccc2[nH]c(=S)n1CCN1CCCC1 | 2 | 5 | nt | 0.7 | 7
7 | CCCOc1ccc(-c2nc(N)n[nH]2)cc1 | 48 | 13 | 5 | -0.2 | -11
8 | O=C(O)CSc1nnc(-c2cccs2)n1-c1ccc(Cl)cc1 | 14 | 9 | -1 | 0.7 | 3
9 | CC(=O)Nn1c(C)nnc1-n1nc(C)cc1C | 7 | 4 | -10 | -1.1 | 1
10 | O=S1(=O)CCC(S(=O)(=O)N2CCCCCC2)C1 (centres undefined) | -13 | 18 | nt | -0.3 | -7
11 | Cn1c(=O)n(CC(=O)N2CCOCC2)c2ccccc21 | -1 | nt | nt | -0.2 | 10
12 | COc1ccc(NC(=O)CSc2ncn(-c3ccccc3)n2)cc1Cl | -7 | -12 | nt | 0.1 | 3

# | RORA act | S1P3 agonist | 5HT1a antag | tolC growth inh
1 | -7 | -1.1 | 0 | -11
2 | 31 | -0.6 | 5 | 26
3 | -10 | 0.2 | -16 | 24
4 | 10 | 1.1 | -5 | 25
5 | -1 | -0.9 | -3 | 0
6 | -4 | nt | 2 | -1
7 | 14 | 0.3 | 7 | -6
8 | -12 | -0.8 | 8 | 3
9 | -18 | -0.9 | 1 | -17
10 | -9 | nt | 1 | 10
11 | 1 | -0.2 | -5 | -13
12 | -1 | -0.1 | 23 | 34

4 entries already listed, arranged by the value under 5HT1E antag, largest number first:
entry | smiles | 5HT1E antag
4 | CCN(CC)c1nc2ccccc2nc1C(C#N)C(=O)NCCCOC (centres undefined) | 12
6 | O=c1c2cc(N3CCOCC3)ccc2[nH]c(=S)n1CCN1CCCC1 | 7
8 | O=C(O)CSc1nnc(-c2cccs2)n1-c1ccc(Cl)cc1 | 3
9 | CC(=O)Nn1c(C)nnc1-n1nc(C)cc1C | 1

Other results
# | smiles | SF1 activator | AP complement | S1P1 ag-PAM | HTR1E agonist | 5HT1E antag
13 | COc1cc(C)c(S(=O)(=O)NCc2cccs2)cc1C | -22 | 15 | 5 | -1.2 | 17
14 | N#CN(CC(N)=O)c1nc(N2CCCCC2)nc(N2CCCCC2)n1 | -6 | 0 | -7 | -0.4 | 8
15 | Cc1cc(C(=O)Nc2cc(C)n(Cc3ccc(Cl)cc3)n2)no1 | -11 | -12 | -8 | -1.7 | -13
16 | Cc1noc(N)c1C(=O)Nc1ccc(F)c(Cl)c1 | 3 | -4 | 8 | -0.1 | -18
17 | Cc1cccn2c(=O)c(C=Nc3ccccc3)c(NCc3ccco3)nc12 | 21 | 5 | -32 | 0.1 | 17
18 | Cc1cc(NC(=O)c2cccc(S(=O)(=O)N3CCCC3)c2)no1 | -2 | 13 | nt | -0.4 | 6
19 | N#CC1=C(O)CCCn2c1nc1ccccc1c2=O | 4 | 0 | nt | 0.0 | -4
20 | CCOc1ccc(-n2c(SCC(=O)Nc3cc(C)on3)nc3c([nH]c4ccccc43)c2=O)cc1 | 20 | 21 | -11 | 1.9 | 20
21 | CC1(C)CC2CC(C)(CN2C(=O)c2cc(-c3ccccc3O)on2)C1 (centres undefined) | -10 | 13 | 6 | 1.1 | -14
22 | c1ccc(-c2nc(C3CCCCC3)no2)cc1 | 35 | 20 | -18 | -0.7 | -7
23 | CC(C)C(=O)Nc1nnc(SCC(=O)NC2CC2)s1 | -27 | 17 | 8 | 0.4 | 9
24 | COCCN1Cc2cccc(C(=O)Nc3c(C)cccc3C)c2C1=O | -8 | 11 | -7 | -0.3 | -4

# | RORA act | S1P3 agonist | 5HT1a antag | tolC growth inh
13 | -5 | -0.3 | 10 | 23
14 | 2 | -0.6 | 27 | 21
15 | 0 | -0.3 | 14 | 32
16 | 13 | -0.4 | 8 | -6
17 | -12 | -2.0 | -9 | -3
18 | -8 | -1.1 | 0 | -5
19 | -3 | nt | 9 | -2
20 | 8 | 0.4 | 14 | 17
21 | -13 | 0.0 | 0 | 95*
22 | 12 | -0.2 | -7 | -13
23 | -10 | -0.6 | 0 | -21
24 | -4 | 0.6 | -7 | -1

Other structures
# | smiles | SF1 activator | AP complement | S1P1 ag-PAM | HTR1E agonist | 5HT1E antag
25 | N#Cc1nc(COc2cccc(Cl)c2)oc1N1CCN(c2ccccc2)CC1 | -8 | -10 | 29 | 0.1 | 9
26 | O=C(Nc1cnn(Cc2ccccc2)c1)c1nc2ncccn2n1 | 26 | 6 | 3 | -0.6 | 14
27 | COC(=O)c1ccccc1N1C(=O)C2C(C1=O)C1C=CC2C12CC2 (centres undefined) | 1 | 21 | 4 | 0.3 | -6
28 | COc1cc2c(cc1OC)C(C(=O)NCCN1CCOCC1)C1c3ccccc3CCN1C2=O (centres undefined) | 12 | 13 | -15 | 0.1 | 5
29 | COc1ccc(Cn2nnnc2C(c2ccccc2OC)N2CCC(C(N)=O)CC2)cc1 (centres undefined) | -5 | 9 | -2 | -0.3 | -4
30 | O=C(CC1OC(=O)c2ccccc21)NC1CCCCC1 (centres undefined) | 18 | 17 | 1 | -0.4 | 7
31 | COC(=O)C1=C(C)OC(N)=C(C#N)C1c1cc(OC)c(OCC(N)=O)cc1Cl (centres undefined) | -7 | 3 | 0 | 0.7 | -9
32 | COc1ccccc1NC(=O)CCSc1nnnn1C | -6 | 12 | 16 | -1.9 | -5
33 | CCCCn1nnnc1NCc1cccnc1 | -8 | 7 | nt | 0.4 | 15
34 | CCOc1cc(C(=O)N2CCCC2)cc(OCC)c1OCC | 18 | 10 | nt | -0.5 | -2
35 | O=C(c1ccc(F)cc1)N1C2CCC1CC(O)(c1ccccc1F)C2 (centres undefined) | -4 | -8 | -3 | 6.8 | -5
36 | O=C(Cn1ncc2c1-c1ccccc1OC2)Nc1nc2ccccc2s1 | -29 | -5 | 20 | -0.5 | 21

# | RORA act | S1P3 agonist | 5HT1a antag | tolC growth inh
25 | 20 | -1.5 | 34 | nt
26 | 41 | -0.5 | -2 | -14
27 | -15 | -0.4 | -12 | -12
28 | -21 | -1.4 | -12 | -23
29 | 0 | 0.3 | 3 | -4
30 | -8 | -0.8 | 8 | -16
31 | -11 | 1.0 | -5 | -12
32 | 15 | -1.1 | 4 | -13
33 | 8 | -0.3 | 1 | -7
34 | -14 | -1.0 | -6 | -12
35 | -2 | 0.6 | 3 | -14
36 | 36 | -0.8 | 28 | 58

The results go on:
# | smiles | SF1 activator | AP complement | S1P1 ag-PAM | HTR1E agonist | 5HT1E antag
37 | O=C1N=C(N2CCOCC2)S/C1=C1\C(=O)N(Cc2ccccc2)c2ccc(Br)cc21 | 15 | -1 | -4 | 1.6 | -10
38 | CCN(C(=O)c1coc(=O)c(Br)c1)c1ccc2c(c1)OCO2 | 2 | 30 | 8 | -0.5 | 1
39 | CC(NC(=O)c1ccc(Cl)cc1)C(=O)N1CCCCC1 (centres undefined) | 13 | 18 | -2 | -0.4 | 6
40 | CCS(=O)(=O)N1CCC(C(=O)NCCN2CCN(Cc3ccccc3)CC2)CC1 | -3 | 18 | -24 | -1.0 | -11
41 | CC(C)CCn1c(SCCc2ccccc2)nc2c1c(=O)[nH]c(=O)n2C | 4 | 4 | -40 | 0.0 | 4
42 | O=C(CSc1nnc(-c2ccco2)n1Cc1ccccc1)OC1CCCCC1 | 30 | 11 | 17 | 0.7 | -2
43 | CCN(CC)C(=O)c1sc2nc(-c3ccc(OC)cc3)cn2c1C | 80* | 1 | 7 | -1.8 | 6
44 | CCCc1c(OCCCCc2nn[nH]n2)ccc(C(C)=O)c1O | -11 | 13 | 5 | 0.9 | 5
45 | COc1ccccc1C(=O)Nc1ccc(N2CCN(S(C)(=O)=O)CC2)cc1 | 34 | 11 | 4 | -0.3 | -2
46 | Cc1cc(C(=O)OCC(=O)N2CC(C)CC(C)C2)c(C)o1 (centres undefined) | -5 | 8 | 22 | -0.1 | 8
47 | O=C(CCOc1ccccc1)OCC(=O)c1cc2ccccc2o1 | -12 | 9 | -15 | 0.7 | -3
48 | CC(=O)NCCOc1cccc2ccccc12 | 10 | 8 | -6 | 0.0 | -9
49 | O=S(=O)(Cc1ccc(Cl)cc1)NCC1CCCO1 (centres undefined) | -13 | 10 | -3 | -0.4 | 12
50 | O=C(c1c(F)cccc1F)N1CCN(c2cccc(C(F)(F)F)c2)CC1 | 2 | 4 | nt | 0.0 | 0
51 | CCCn1c(=O)c(C(=O)NCc2cccnc2)c(O)c2ccccc21 | 7 | 2 | -64 | -0.3 | 9

# | RORA act | S1P3 agonist | 5HT1a antag | tolC growth inh
37 | 12 | -1.0 | -18 | 11
38 | 14 | -0.4 | 9 | -6
39 | -4 | -0.5 | 4 | -16
40 | -4 | -1.0 | -8 | -18
41 | -10 | -0.9 | -3 | 13
42 | 21 | -1.0 | 17 | 53
43 | 98* | -0.4 | 24 | 5
44 | -20 | -3.5 | nt | 13
45 | 41 | -0.3 | 8 | -17
46 | -2 | -0.2 | 3 | -12
47 | -17 | -0.9 | 6 | -5
48 | 5 | -0.4 | 3 | 1
49 | -36 | -1.3 | 5 | -14
50 | -7 | -0.8 | 7 | 29
51 | -6 | -1.2 | -12 | 3

One compound at a time, as listed above. Screens in order: SF1 activator | AP complement | S1P1 ag-PAM | HTR1E agonist | 5HT1E antag | RORA act | S1P3 agonist | 5HT1a antag | tolC growth inh
`Cc1cc(NC(=O)c2cccc(S(=O)(=O)N3CCCC3)c2)no1` is entered as -2 | 13 | nt | -0.4 | 6 | -8 | -1.1 | 0 | -5
`O=C(c1c(F)cccc1F)N1CCN(c2cccc(C(F)(F)F)c2)CC1` is entered as 2 | 4 | nt | 0.0 | 0 | -7 | -0.8 | 7 | 29

Along the list, from the results shown:
5HT1E antag for nos. 40–47, in order: -11, 4, -2, 6, 5, -2, 8, -3
HTR1E agonist for nos. 40–47, in order: -1.0, 0.0, 0.7, -1.8, 0.9, -0.3, -0.1, 0.7
